Polio RdRp inh: poliovirus RdRp elongation inhibitors, primary screen, biochemical, fluorescence polarization, total intensity | 150,000 tested, 0.66% active | poliovirus polymerase elongation; hits give low values | Genome polyprotein (Poliovirus type 1 (strain Mahoney)), P03300 | % elongation, % (compound at 16.7 µg/mL) | AID 588519, 2011; in the data active means % elongation below about 90%; further: some results filed as inactive read as strong as hits
Target sequence (P03300 1749-2209 limits assumed): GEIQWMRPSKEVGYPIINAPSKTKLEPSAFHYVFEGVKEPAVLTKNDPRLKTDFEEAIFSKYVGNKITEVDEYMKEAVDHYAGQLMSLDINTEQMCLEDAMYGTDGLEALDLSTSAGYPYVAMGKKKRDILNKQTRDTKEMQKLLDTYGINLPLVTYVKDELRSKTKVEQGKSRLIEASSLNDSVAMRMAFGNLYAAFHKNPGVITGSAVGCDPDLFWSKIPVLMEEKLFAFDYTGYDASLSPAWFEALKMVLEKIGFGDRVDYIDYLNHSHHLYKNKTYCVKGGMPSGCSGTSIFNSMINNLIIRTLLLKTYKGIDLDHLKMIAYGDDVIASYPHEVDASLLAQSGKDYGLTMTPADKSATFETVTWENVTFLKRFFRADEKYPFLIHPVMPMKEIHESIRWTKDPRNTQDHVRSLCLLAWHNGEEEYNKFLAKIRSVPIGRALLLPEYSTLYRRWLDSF
Polio RdRp inh FP z-score: also measured in Polio RdRp inh; calls as there; z-score; measured here: FP z-score; hits read low
* marks the source's active call; other numbers are inactive results.

SMILES | Polio RdRp inh | Polio RdRp inh FP z-score
Cc1ccc(OCc2ccc(-c3nc(C#N)c(NCc4cccnc4)o3)o2)cc1 | 107 | 0.2
Cc1ccc(NC(=O)NCCc2c(C)nn(C)c2C)cc1Cl | 105 | -0.1
CCCCC1CCC(C(=O)N2CC(=O)Nc3ccc(Br)cc3C2c2ccc(F)cc2)CC1 (configuration not stated) | 100 | -0.6
Cc1ccc(C(=O)N2C(C)CCCC2C)c(Cl)c1 (configuration not stated) | 103 | 0.3
O=C1CC(c2ccccc2)CC(=O)C1=CN1CCOCC1 (configuration not stated) | 99 | -0.3
O=C(CN(CC(=O)NC1CC1)Cc1ccc(Cl)cc1)NC1CC1 | 108 | 0.6
CCS(=O)(=O)c1nc2ccccc2n1Cc1ccc(C(C)(C)C)cc1 | 101 | -0.1
Cc1nc(COC(=O)c2ccc(CO)cc2)cs1 | 101 | 0
CC(NC(=O)CSc1ncccc1C(=O)O)C1CC2CCC1C2 (configuration not stated) | 98 | -0.7
Cc1ccc(C(=O)OCC(=O)c2ccc(-c3ccccc3)cc2)s1 | 102 | 0.2
CCC1(CO)CSC(Nc2ccc(Cl)cc2)=N1 (configuration not stated) | 95 | -0.8
Cc1ccc(C)c(Cn2c(CCCO)nc3ccccc32)c1 | 101 | -0.4
CCc1ccc(S(=O)(=O)c2nnn3c2nc(Nc2cccc(C)c2C)c2sccc23)cc1 | 109 | 0.4
CCCCN1C(=O)c2ccc(C(=O)Nc3ccc(S(=O)(=O)N(C)C)cc3)cc2C1=O | 108 | 0.6
Cc1cc2oc(C(=O)N(Cc3ccccc3)C3CCS(=O)(=O)C3)cc(=O)c2cc1C (configuration not stated) | 109 | 0.3
CC(C)NC(=O)CSc1nnc(Cc2ccccc2)n1Cc1ccco1 | 101 | 0.1
CN1C(=O)/C(=C2\SC(N3CCOCC3)=NC2=O)c2ccccc21 | 103 | 0.3
CCCCNC(=O)C1CCN(S(=O)(=O)c2ccc3c(ccn3CC)c2)CC1 | 111 | 1.1
O=C(N1CCOCC1)N1CCc2ccccc21 | 103 | 0.6
Cc1cc(N2CCCCC2)nc2ccc(NC(=O)c3cccc(Cl)c3)cc12 | 111 | 1
CCc1ccccc1Nc1nc2ccccc2c2nncn12 | 108 | 0.8
CCCNC(=O)C1CCC(Cn2c(=O)c3sccc3n(Cc3ccccc3F)c2=O)CC1 (configuration not stated) | 107 | 0.1
CCN(Cc1ccncc1)C(=O)c1cc2ccccc2oc1=O | 103 | 0.3
Cc1ccccc1NC(=O)c1cc(=O)[nH]c2ccccc12 | 104 | 1
Clc1cc(Cl)c2nc(Oc3cccc(N4CCOCC4)c3)sc2c1 | 112 | 1
CCc1cnc2c(c1SCc1cc(OC)cc(OC)c1)c(=O)n(C)c(=O)n2C | 109 | 0.7
Cc1ccc(-c2csc(-c3ccno3)n2)cc1 | 104 | 0.6
N#CC(C#N)=CNc1ccc(S(=O)(=O)c2ccc(NC=C(C#N)C#N)cc2)cc1 | 102 | 0.2
CCOc1cc(C(=O)N2CCN=C2SC)cc(OCC)c1OCC | 101 | 0.3
CCn1cc(CNC(=S)Nc2cccc(Cl)c2C)cn1 | 100 | -0.1
Cc1ccc(N2C(=O)CSC23C(=O)N(CC(=O)NCCc2ccccc2)c2ccccc23)cc1 (configuration not stated) | 101 | -0.2
O=C(OCC(=O)c1ccco1)c1ccc(S(=O)(=O)NCc2ccco2)cc1 | 102 | 0
CCCNC(=O)CCc1c(C)nc2cc(-c3ccccc3)nn2c1C | 103 | 0.7
CS(=O)(=O)c1ccc(Br)cc1 | 105 | 0.2
O=C(NCc1cccc(Cl)c1)C1CCCN(c2nn3cc(-c4ccc(F)cc4)nc3s2)C1 (configuration not stated) | 105 | -0.5
CCOc1ccccc1NC(=O)N1CCCC(c2nc3c(nnn3Cc3ccc(C)cc3)c(=O)[nH]2)C1 (configuration not stated) | 100 | -0.4
Cc1ccc(NC(=O)C2C(=O)N(CCO)C3(C)CC2c2ccccc2O3)c(C)c1 (configuration not stated) | 105 | 0.2
CS(=O)(=O)N1CCCc2cc(C(=O)CSc3nnc(COc4ccccc4Cl)o3)ccc21 | 108 | -0.2
CCCNC(=O)Nc1ccccc1C | 102 | 0.4
OC(COc1ccccc1)CSc1nc2ccccc2o1 (configuration not stated) | 102 | 0
COc1cc(OC)cc(C(=O)Nc2ccccn2)c1 | 105 | 0.2
O=c1[nH]n(-c2ccccn2)c(=O)c2ccccc12 | 99 | -0.4
Cc1ccc(N2CC(c3nnc(Cc4ccc(Cl)cc4)o3)CC2=O)cc1 (configuration not stated) | 103 | -0.5
O=C1NC(=O)C(C2(O)C(=O)c3ccccc3C2=O)C(=O)N1 | 175 | 7
Cc1nnc2c3ccccc3nc(N3CCN(c4ccccc4)CC3)n12 | 107 | 0.6
COc1ccc2[nH]c3c(=O)n(CC(=O)N4CCN(c5ccc(F)cc5)CC4)c(=S)[nH]c3c2c1 | 99 | -0.5
Cc1c2cnn(CC(=O)NCC(C)c3ccccc3)c(=O)c2c(C)n1Cc1cccc(Cl)c1 (configuration not stated) | 111 | 0.9
CC1Oc2ccccc2C=C1/C=C(\C#N)C(=O)N1CCCCC1 (configuration not stated) | 93 | -1.8
Cc1cc(N2CCN(C)CC2)nc2ccc(NC(=O)c3ccccc3F)cc12 | 99 | -1.8
CC1CCCCN1c1nn2nnnc2c2ccccc12 (configuration not stated) | 100 | -0.6
CCOc1ccc(-n2cc(-c3ccccc3)c3c(N4CCC(C)CC4)ncnc32)cc1 | 102 | -0.8
CCOC(=O)C1=C(O)/C(=C/c2ccco2)SC1=Nc1cccc(Cl)c1 | 103 | 0.5
Cc1ccc(Cn2c(CNS(=O)(=O)c3ccc(C(C)(C)C)cc3)nc3cccnc32)cc1 | 105 | -0.6
CCOC(=O)c1ccc(NS(=O)(=O)c2ccc3c(c2)OCCO3)cc1 | 104 | -0.2
CCOC(=O)CSc1nc2c(sc3ccccc32)c(=O)n1CCO | 108 | 0.2
COc1ccccc1-n1ncc2c(=O)[nH]c(SCC(=O)Nc3ccc(Cl)cc3)nc21 | 110 | 0.8
Cc1sc2nc(CCl)nc(Cl)c2c1C | 103 | 0.3
C=CCN1C(=O)N(c2ccccc2)C(=O)C1CC(=O)Nc1ccccc1 (configuration not stated) | 103 | 0.5
CC(C)C(NC(=O)c1ccccn1)c1ccc2c(c1)OCCCO2 (configuration not stated) | 103 | 0
COCCNC(=S)N1CCN(c2ccc(S(=O)(=O)N3CCCC3)cc2)CC1 | 102 | 0

More structures follow:
SMILES | Polio RdRp inh | Polio RdRp inh FP z-score
CC(C)n1nnc(CC(=O)O)n1 | 104 | 0.5
Nc1ccc(S(=O)(=O)Nc2ccccc2)cc1 | 108 | 0.6
Cc1ccc(C(=O)N(Cc2sccc2C)C2CCS(=O)(=O)C2)cc1 (configuration not stated) | 112 | -0.2
O=C(CSc1ncn[nH]1)OCN1C(=O)c2ccccc2C1=O | 94 | -0.6
Cc1cnc2c(c1SCC(=O)NCc1ccc3c(c1)OCO3)c(=O)n(C)c(=O)n2C | 106 | 0.3
O=C1c2ccccc2C(=Nc2ccccc2)C1c1ccccc1 (configuration not stated) | 99 | -0.4
O=C1C(c2ccncc2)=C(O)c2ccccc21 | 101 | 0.1
COCCn1c(CNC(=O)c2ccccc2C)nc2cccnc21 | 101 | -1.4
CCOc1ccc(S(=O)(=O)NCC(c2ccco2)S(=O)(=O)c2ccc(F)cc2)cc1 (configuration not stated) | 102 | -0.7
CCCNC(=O)Nc1ccc2c(c1)OCCO2 | 101 | -0.7
Cc1cccc(N2CCN(C(=O)c3cccc(-n4c(C)nc5cccnc54)c3)CC2)c1C | 106 | -0.2
CCOc1ccc(NC(=O)N(Cc2cn(CC)c3ccccc23)C2CCCCCC2)cc1 | 108 | 0.3
Cc1cc(C)c2c(n1)sc1c(Sc3nnc(-c4cccs4)o3)ncnc12 | 101 | 0.1
N#Cc1c(Cl)nc(N2CCOCC2)c(Cl)c1Cl | 104 | 0.4
COc1cccc(/C=N/NC(=O)c2ccoc2C)c1 | 101 | -0.1
CC(C)c1ccc(Nc2c(-c3ccco3)nc3ccccn23)cc1 | 103 | -0.6
CC(C)(C)NC(=S)N1CCn2cccc2C1c1ccccc1F (configuration not stated) | 100 | -0.9
COc1ccc(-c2nc(-c3ccccc3)c(-c3ccc(O)cc3)[nH]2)cc1 | 110 | 0.7
Nc1n[nH]c(C(F)(F)C(F)(F)C(F)(F)F)n1 | 102 | 0
O=C(CNc1ncnc2ccccc12)OCCOc1ccccc1 | 110 | 0.8
Cn1ncc(C(C#N)c2nc3ccccc3s2)c(Cl)c1=O (configuration not stated) | 140 | 4.1
CC1CN(C(=O)c2cc3c(s2)CCCC3)CC(C)O1 (configuration not stated) | 98 | -0.2
N#C/C(=C\c1ccc2c(c1)OCO2)C(=O)Nc1ccc(-c2nnc3n2CCCCC3)cc1 | 106 | 0.4
Oc1ccc(CN2CCCC2)c2cccnc12 | 111 | 2.8

A second format for part of the listing above:
SMILES	Polio RdRp inh	Polio RdRp inh FP z-score
Oc1ccc(CN2CCCC2)c2cccnc12	111	2.8
COc1cccc(/C=N/NC(=O)c2ccoc2C)c1	101	-0.1
CC1CN(C(=O)c2cc3c(s2)CCCC3)CC(C)O1 (configuration not stated)	98	-0.2

Among those listed so far, these contain a tert-butyl group:
SMILES | Polio RdRp inh | Polio RdRp inh FP z-score
CCS(=O)(=O)c1nc2ccccc2n1Cc1ccc(C(C)(C)C)cc1 | 101 | -0.1
Cc1ccc(Cn2c(CNS(=O)(=O)c3ccc(C(C)(C)C)cc3)nc3cccnc32)cc1 | 105 | -0.6
CC(C)(C)NC(=S)N1CCn2cccc2C1c1ccccc1F (configuration not stated) | 100 | -0.9

7 entries out of the list, sorted by formula weight, ascending:
SMILES | Polio RdRp inh | Polio RdRp inh FP z-score
CCCNC(=O)Nc1ccc2c(c1)OCCO2 | 101 | -0.7
CCN(Cc1ccncc1)C(=O)c1cc2ccccc2oc1=O | 103 | 0.3
CCOc1cc(C(=O)N2CCN=C2SC)cc(OCC)c1OCC | 101 | 0.3
Cc1ccc(C(=O)N(Cc2sccc2C)C2CCS(=O)(=O)C2)cc1 (configuration not stated) | 112 | -0.2
Cc1ccc(NC(=O)C2C(=O)N(CCO)C3(C)CC2c2ccccc2O3)c(C)c1 (configuration not stated) | 105 | 0.2
Cc1cnc2c(c1SCC(=O)NCc1ccc3c(c1)OCO3)c(=O)n(C)c(=O)n2C | 106 | 0.3
COc1ccc2[nH]c3c(=O)n(CC(=O)N4CCN(c5ccc(F)cc5)CC4)c(=S)[nH]c3c2c1 | 99 | -0.5

(more compounds)
SMILES | Polio RdRp inh | Polio RdRp inh FP z-score
CN1C(=O)/C(=C\c2ccccc2)Sc2ccc(C(=O)NCc3cccs3)cc21 | 104 | 0.6
CC1CCCCN1C(=O)CSc1nnc(NCc2ccccc2)s1 (configuration not stated) | 102 | 0
COc1ccc2c(c1)O/C(=C\c1cccc(OC(=O)N(C)C)c1)C2=O | 98 | -1.1
Brc1c(-c2ccccc2)nc2n1-c1ccccc1C2 | 101 | 0.2
CCn1c(=O)c2cc(C(=O)N(C)Cc3ccco3)sc2c2ccccc21 | 100 | -1.2
Cc1cc(N2CCN(c3ccccc3)CC2)nc2cc(Cl)ccc12 | 100 | 0.2
O=C(NCC(c1cccs1)N1CCOCC1)Nc1ccccc1Cl (configuration not stated) | 107 | 0.4
Cc1cc(=O)n2nc(N(C)CC(=O)NCc3ccc(Cl)cc3)sc2n1 | 103 | -0.6
COc1cc(NS(=O)(=O)c2ccc(N3C(=O)c4ccccc4C3=O)cc2)nc(OC)n1 | 104 | 0.6
COC(=O)C1=C(C)N=C2SCC(=O)N2C1c1ccccc1 (configuration not stated) | 103 | 0.4
Cc1nccn1CC(O)Cn1c2ccc(Br)cc2c2cc(Br)ccc21 (configuration not stated) | 98 | -0.7
Cc1ccccc1C(=O)Nc1sc2c(c1C(=O)NCc1ccco1)CCC(C(C)(C)C)C2 (configuration not stated) | 107 | 0.6
CCOC(=O)c1c(C)[nH]c(C)c1C(=O)COC(=O)c1cccc(S(=O)(=O)NC)c1 | 108 | 0.8
O=C1/C(=C\O)CCc2occc21 | 101 | -0.1
Nc1c2c(nc3ccccc13)N(C1CCCCC1)CC2 | 100 | -0.6
CCc1ccc(N=c2oc3c(C)ncc(CO)c3cc2C(N)=O)cc1 | 104 | 0.6
COc1ccc(CNc2ncnc3c2c(-c2ccccc2)cn3-c2cccc(C)c2)cc1 | 101 | -1
CCC(C)n1ncn(-c2ccc(N3CCN(c4ccc(OC)cc4)CC3)cc2)c1=O (configuration not stated) | 105 | 0
Cc1ccc(-[n+]2cc(NC(=O)/C(C#N)=C/c3ccccc3)on2)cc1 | 102 | 0.2
c1ccc(CN2CCCC2)nc1 | 102 | -0.1
O=S(=O)(NCC(c1ccccc1)n1cc(-c2ccccc2)nn1)c1ccc(Cl)cc1 (configuration not stated) | 106 | 1.1
N=C1N=C2N=CC=CN2Cc2ccccc21 | 100 | -0.4
COC(=O)c1n[nH]c2c1CCC2 | 104 | 0.5
Cc1c(C(=O)OC(C)C#N)oc2c1ccc1ccccc12 (configuration not stated) | 112 | 1.1
CN(C)CCCOc1nn(Cc2ccccc2)c2ccccc12 | 101 | 0.3
Cc1cc(S(=O)(=O)Nc2ccc3oc4c(c3c2)CC(C(C)(C)C)CC4)ccc1Cl (configuration not stated) | 104 | 0.6

A portion of the library. The share of hits here may be higher or lower than overall.
